Screens (PubChem)
CRFBP-R2 block: CRF-BP/CRF-R2 complex antagonism; HEK293 CRF-R2/CRF-BP, CRF-induced calcium fluorescence; inhibition, % at 11.8 µM; 350,000 compounds, 0.59% hits; AID 588475;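 active = inhibition of the ligand-induced calcium signal above about 50% at the single tested concentration, limit read from the data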
UBC9 SUMO inh: blocks human SUMOylation mediated by UBC9. HTRF SUMOylation assay, SAE1/SAE2 + UBC9, in vitro. AID 2006. 290,000 compounds, 0.36% hits. P63279. inhibition, % at 35 µM; in the data active = inhibition above about 50%, passing the limit was not always enough; also: strong numbers were not always called active
Target sequence (P63279 whole entry, looked up): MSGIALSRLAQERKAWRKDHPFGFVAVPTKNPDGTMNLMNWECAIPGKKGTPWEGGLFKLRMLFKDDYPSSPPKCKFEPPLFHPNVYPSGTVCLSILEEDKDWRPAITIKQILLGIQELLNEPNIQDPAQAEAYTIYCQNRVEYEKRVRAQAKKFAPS
GalR3 antagonist: antagonists of human GalR3. 360,000 compounds, 0.44% hits. O60755. inhibition, % at 3 µM. HEK293 GalR3-CNG cAMP membrane potential fluorescence; galR3 body fused to GalR1 C-terminus;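 active = inhibition above the screen-wide average plus 3 SD, cut at about 13% in these data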;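 also: forskolin and galanin both at EC90 stimulate the cells; cAMP rise reported by CNG channel membrane potential dye signal; 0% = forskolin plus galanin with DMSO and 100% = forskolin alone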
Target sequence (O60755 1-299 limits assumed): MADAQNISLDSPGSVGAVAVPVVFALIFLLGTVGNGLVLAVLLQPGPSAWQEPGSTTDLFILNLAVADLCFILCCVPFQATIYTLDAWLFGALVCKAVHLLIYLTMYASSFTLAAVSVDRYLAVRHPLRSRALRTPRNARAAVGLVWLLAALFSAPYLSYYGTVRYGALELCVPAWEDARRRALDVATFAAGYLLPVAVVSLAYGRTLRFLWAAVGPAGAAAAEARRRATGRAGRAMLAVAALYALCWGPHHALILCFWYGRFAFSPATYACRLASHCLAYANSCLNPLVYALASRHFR
IDE inh: cellular human IDE inhibition | HEK cells, FAbetaB cleavage, fluorescence polarization | P14735 | 320,000 compounds, 0.41% hits | inhibition, % at 5.59 µM;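 active = percent inhibition above the average of all tested compounds plus 3 SD, set per screening campaign, cut at about 16% in these data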;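 also: IDE supplied by intact live HEK cells; FP after avidin binding of uncleaved biotin substrate so inhibition keeps polarization high; 0% = DMSO wells and 100% = 60 µM reference IDE inhibitor Ii1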
IMP-1 inh: inhibitors of Pseudomonas aeruginosa IMP-1 metallo-beta-lactamase | purified IMP-1, nitrocefin hydrolysis, epi-absorbance fluorescence | inhibition, % at 5.6 µM | 290,000 compounds, 0.45% hits;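 active = inhibition above the mean plus 3 SD of all compounds in the same screening run, cut at about 4.5% in these data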;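 also: 0% = IMP-1 with DMSO and 100% = DMSO wells lacking enzyme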
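System: Purified recombinant IMP-1 metallo-beta-lactamase enzyme | Measured by: Fluorescence quenching readout, ex 480/em 530 nm | Replication: Singlicate | Incubation: 15 min preincubation plus 25 min reaction at 25 °C | Evaluation: Percent inhibition from optical density relative to buffer-blank wells | Benchmarks: DMSO with and without IMP-1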
IDE cell activ: IDE (human) activation, cell-based; P14735; activation, % at 5.96 µM; HEK cells, FAbeta-B cleavage, fluorescence polarization; 0% vehicle, 100% cell-free pure enzyme wells; 340,000 compounds, 0.073% hits;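 active = activation above the mean of all tested compounds plus 3 SD, set per screening campaign, cut at about 17% in these data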
VIM-2 inhibitor: inhibitors of Pseudomonas aeruginosa VIM-2 metallo-beta-lactamase. purified VIM-2, nitrocefin hydrolysis, epi-absorbance fluorescence. inhibition, % at 5.6 µM. 290,000 compounds, 0.89% hits;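 active = inhibition above the mean of all tested compounds plus 3 SD, cutoff set per screening run, cut at about 7.5% in these data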;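 also: red hydrolysis product quenches plate fluorescence so inhibitors raise well fluorescence; 0% = enzyme with DMSO and 100% = DMSO without enzyme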
pCIP destab: lowers stability of the mouse p/CIP coactivator protein; F442A p/CIP-EGFP cells, EGFP fluorescence, 16 h; Q05BA5; decrease of EGFP signal, % at 10 µM; 290,000 compounds, 0.01% hits;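 active = EGFP signal decrease of at least 30% at 10 µM or well 3 SD below plate mean, unless failing retest; inactive = the rest, including hits failing retest or dose response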; also: some compounds called inactive have numbers as strong as hits; many of its hits are not listed in these tables
HCV NS3 hel inh: HCV NS3 helicase inhibition; AID 1800; inhibition, % at 10.9 µM; NS3 helicase DNA unwinding, Cy5 molecular beacon fluorescence; 290,000 compounds, 0.56% hits;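 active = inhibition above the mean of all tested compounds plus 3 SD, set per campaign, cut at about 35% in these data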;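 also: 0% = DMSO wells and 100% = thioflavine S control wells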
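test system = hepatitis C virus NS3 helicase domain fragment enzyme | reagent = annealed dual-labelled DNA beacon duplex, ATP-started | times = 1 h at 25 °C | detection = Cy5 fluorescence, 0 and 60 min reads | read-out basis = percent inhibition from t60/t0 fluorescence ratio | control set = DMSO and thioflavine S | replication = one well per compound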
* = called active by the depositor.

COc1cc(CCN2C(=O)c3cccc4cccc(c34)C2=O)c(S(=O)(=O)NCCCO)cc1OC was read as CRFBP-R2 block 21, UBC9 SUMO inh 18, GalR3 antagonist 0, IDE inh 1, IMP-1 inh 0.5, IDE cell activ -6, VIM-2 inhibitor 2.9, pCIP destab -24 and HCV NS3 hel inh -5.
Cn1c(=O)[nH]c(=O)c2c1nc(N(CCO)Cc1ccccc1)n2CCCc1ccccc1 was read as CRFBP-R2 block -8, UBC9 SUMO inh 2, GalR3 antagonist 6, IDE inh 5, IMP-1 inh -3.6, IDE cell activ 3, VIM-2 inhibitor -5.7, pCIP destab -3 and HCV NS3 hel inh -8.
`C[C@H](CO)N1C[C@H](C)[C@@H](CN(C)S(=O)(=O)c2ccccc2)Oc2c(NC(=O)Nc3ccc(C(F)(F)F)cc3)cccc2C1=O` gave CRFBP-R2 block 1, GalR3 antagonist -8, IDE inh 1 and IDE cell activ 3.
COc1cc(CN2CCCC(N3CCN(c4ccccc4C)CC3)C2)cc(Cl)c1O (centres undefined) was read as CRFBP-R2 block -6, UBC9 SUMO inh -6, GalR3 antagonist -10, IDE inh -3, IMP-1 inh -1.9, IDE cell activ 3, VIM-2 inhibitor -3.7, pCIP destab -2 and HCV NS3 hel inh -6.
Screening CCCCCC1CC(=O)N(Cc2ccc(Cl)cc2)C(=O)N1 (centres undefined) returned CRFBP-R2 block -2, UBC9 SUMO inh 13, GalR3 antagonist -6, IDE inh -3, IMP-1 inh -2.2, IDE cell activ 0, VIM-2 inhibitor -2.3, pCIP destab -4 and HCV NS3 hel inh 0.
`CCn1c(COc2ccccc2)nnc1SCC(=O)Nc1ccc2c(c1)OCCO2` gave CRFBP-R2 block 3, UBC9 SUMO inh 4, GalR3 antagonist 2, IDE inh -6, IMP-1 inh 3.4, IDE cell activ 3, VIM-2 inhibitor -0.1, pCIP destab -10 and HCV NS3 hel inh -2.
Cc1nn(C)c(C)c1CN(C)C(=O)c1nn2c(c1Br)NC(c1cccs1)CC2C(F)(F)F (centres undefined) was read as CRFBP-R2 block -6, UBC9 SUMO inh -10, GalR3 antagonist 4, IDE inh -2, IMP-1 inh -3.0, IDE cell activ -1, VIM-2 inhibitor 0.4, pCIP destab 4 and HCV NS3 hel inh 5.
`Cc1cccc(N=Cc2cc3c(cc2[N+](=O)[O-])OCO3)c1` gave CRFBP-R2 block 13, UBC9 SUMO inh 27, GalR3 antagonist 3, IDE inh -1, IMP-1 inh -1.2, IDE cell activ 5, VIM-2 inhibitor -2.7, pCIP destab -9 and HCV NS3 hel inh 25.
For COc1ccc(-c2cc(C(=O)Nc3cnn(Cc4ccccc4C)c3)no2)cc1OC the results were CRFBP-R2 block 6, UBC9 SUMO inh 21, IDE inh 5, IMP-1 inh -2.3, IDE cell activ 2, VIM-2 inhibitor -0.5, pCIP destab -5 and HCV NS3 hel inh -4.
`Cc1ccc2c(COC(=O)CNC(=O)c3ccco3)cc(=O)oc2c1C` gave CRFBP-R2 block -5, GalR3 antagonist -4, IDE inh 12 and IDE cell activ -4.
`CCCCN1CN(S(=O)(=O)c2cccs2)c2nc3ccccc3nc21` gave UBC9 SUMO inh -16, GalR3 antagonist 3, IMP-1 inh -2.5, VIM-2 inhibitor -1.9, pCIP destab 3 and HCV NS3 hel inh 5.
For CN1CCN(Cc2cccc(Oc3ccc(Cl)cc3)c2)CC1 the results were CRFBP-R2 block 3, UBC9 SUMO inh -15, GalR3 antagonist -7, IDE inh 0, IMP-1 inh -1.9, IDE cell activ 0, VIM-2 inhibitor 0.4, pCIP destab 0 and HCV NS3 hel inh -22.
`COC(=O)c1c(C)oc2ccc(N(C(=O)Oc3ccccc3)S(=O)(=O)c3ccc(Cl)c([N+](=O)[O-])c3)cc12` gave CRFBP-R2 block 16, UBC9 SUMO inh 17, IDE inh -4, IMP-1 inh -1.6, IDE cell activ 2, VIM-2 inhibitor -0.4, pCIP destab -19 and HCV NS3 hel inh 8.
Screening COc1ccc(CNC(=O)COc2ccccc2C(=O)c2cnn(-c3ccccc3)c2)cc1OC returned CRFBP-R2 block 8, GalR3 antagonist 0, IDE inh 4 and IDE cell activ 0.
For Cc1ccc(C(NC(=O)c2ccccc2)C(Cl)(Cl)Cl)cc1 (centres undefined) the results were CRFBP-R2 block 43, UBC9 SUMO inh 28, GalR3 antagonist -3, IDE inh 4, IMP-1 inh -3.2, IDE cell activ 6, VIM-2 inhibitor -3.5, pCIP destab 0 and HCV NS3 hel inh -7.
`CS(=O)(=O)N1CCN(c2ccc(NC(=O)Cc3ccccc3)cc2)CC1` gave CRFBP-R2 block -10, UBC9 SUMO inh 10, GalR3 antagonist 1, IDE inh 3, IMP-1 inh -3.6, IDE cell activ 4, VIM-2 inhibitor -3.9, pCIP destab -12 and HCV NS3 hel inh -5.
`CCN1C(=O)/C(=C/c2ccc(C)s2)SC1=Nc1ccc(OC)cc1` gave CRFBP-R2 block 4, UBC9 SUMO inh -8, GalR3 antagonist -6, IDE inh 3, IMP-1 inh -2.4, IDE cell activ 2, VIM-2 inhibitor -2.9, pCIP destab -5 and HCV NS3 hel inh 3.
For O=C(N/N=C/c1c[nH]c2ccccc12)c1ccn(Cc2ccc(Cl)cc2)n1 the results were CRFBP-R2 block 6, UBC9 SUMO inh -26, GalR3 antagonist -4, IDE inh 4, IMP-1 inh -3.9, IDE cell activ -1, VIM-2 inhibitor -2.1, pCIP destab 1 and HCV NS3 hel inh 5.
For CC(=O)Nc1ccc(-c2csc(NC(=O)C3CC(=O)N(c4ccc5c(c4)OCCO5)C3)n2)cc1 (centres undefined) the results were CRFBP-R2 block 15, UBC9 SUMO inh 18, GalR3 antagonist 14*, IDE inh 8, IMP-1 inh -1.7, IDE cell activ -5, VIM-2 inhibitor -1.3, pCIP destab -16 and HCV NS3 hel inh 4.
For CN(CC(=O)NCc1ccncc1)S(=O)(=O)c1ccc(Br)cc1 the results were CRFBP-R2 block 8, UBC9 SUMO inh -3, GalR3 antagonist -2, IDE inh 4, IMP-1 inh 0.2, IDE cell activ -6, VIM-2 inhibitor -1.3, pCIP destab -14 and HCV NS3 hel inh -2.
`COc1ccccc1NC(=O)N1CCC(c2nc3cc(C)c(C)cc3[nH]2)CC1` gave CRFBP-R2 block -12, UBC9 SUMO inh -1, GalR3 antagonist 2, IDE inh -7, IMP-1 inh 0.0, IDE cell activ -6, VIM-2 inhibitor -3.0, pCIP destab -7 and HCV NS3 hel inh 6.
CCCCC(=Nc1ccc(N)cc1)C1=C(O)C(C(=O)OC)C(C)(C)CC1=O (centres undefined) was read as CRFBP-R2 block -27, UBC9 SUMO inh 36, GalR3 antagonist -2, IDE inh -2, IMP-1 inh -1.4, IDE cell activ 5, VIM-2 inhibitor 0.5, pCIP destab -2 and HCV NS3 hel inh 18.
Screening Cc1noc(/C=C/N(C)C)c1S(=O)(=O)N1CCN(c2ccc(F)cc2)CC1 returned CRFBP-R2 block 2, UBC9 SUMO inh 8, GalR3 antagonist -9, IDE inh 7, IMP-1 inh -0.1, IDE cell activ 5, VIM-2 inhibitor 0.1, pCIP destab -4 and HCV NS3 hel inh -2.
Cc1[nH]n(-c2cccc(Cl)c2)c(=O)c1-c1ccc(Cl)cc1 was read as CRFBP-R2 block 51*, UBC9 SUMO inh -14, GalR3 antagonist -5, IDE inh -1, IMP-1 inh -5.5, IDE cell activ -3, VIM-2 inhibitor -3.3, pCIP destab 0 and HCV NS3 hel inh 2.
`COc1ccc(N2C(=O)CC(SCCc3nc4ccccc4[nH]3)C2=O)cc1` (centres undefined) gave CRFBP-R2 block -22, UBC9 SUMO inh -4, GalR3 antagonist -5, IDE inh 0, IMP-1 inh -0.8, IDE cell activ -3, VIM-2 inhibitor -2.8, pCIP destab 3 and HCV NS3 hel inh 3.
COc1ccc(CCN(C(=O)C(F)(F)F)C(C(=O)NC2CCCC2)c2cccs2)cc1OC (centres undefined) was read as CRFBP-R2 block -13, UBC9 SUMO inh -2, GalR3 antagonist -9, IDE inh 1, IMP-1 inh -2.2, IDE cell activ -2, VIM-2 inhibitor -1.8, pCIP destab -14 and HCV NS3 hel inh 6.
CC(C)(C)c1cc(C(C)(C)C)cc(S(=O)(=O)CCc2ccccn2)c1 was read as CRFBP-R2 block -2, UBC9 SUMO inh 10, GalR3 antagonist -8, IDE inh -2, IMP-1 inh -1.9, IDE cell activ 0, VIM-2 inhibitor -1.7, pCIP destab -3 and HCV NS3 hel inh 5.
Screening CCOC(=O)CNC(=O)c1cc2c(=O)[nH]c3ccc(C)cc3c2s1 returned CRFBP-R2 block -7, UBC9 SUMO inh 6, GalR3 antagonist -9, IDE inh -2, IMP-1 inh -1.1, IDE cell activ -8, VIM-2 inhibitor 0.8, pCIP destab -1 and HCV NS3 hel inh -14.
`CC(=O)Nc1ccc(NC(=O)Cn2c(=O)n(-c3ccc(F)cc3)c(=O)c3oc4ccccc4c32)cc1` gave CRFBP-R2 block -1, UBC9 SUMO inh 17, GalR3 antagonist -5, IDE inh -6, IMP-1 inh -2.7, IDE cell activ 4, VIM-2 inhibitor -2.4, pCIP destab 0 and HCV NS3 hel inh -12.
`CCOC(=O)c1sc2nc(N3CCOCC3)c3c(c2c1N)CCCC3` gave CRFBP-R2 block -22, UBC9 SUMO inh 12, GalR3 antagonist -3, IDE inh -6, IMP-1 inh 0.2, IDE cell activ 0, VIM-2 inhibitor -2.0, pCIP destab -14 and HCV NS3 hel inh -1.
Cc1ccc(C(=O)OCC(=O)NNC(=O)c2ccc([N+](=O)[O-])cc2)o1 was read as CRFBP-R2 block -4, GalR3 antagonist 0, IDE inh 10 and IDE cell activ -2.
For CC(NC(=O)COc1ccccc1)C(=O)NC1=NCCS1 (centres undefined) the results were CRFBP-R2 block 9, UBC9 SUMO inh -1, GalR3 antagonist -8, IDE inh 5, IMP-1 inh -1.6, IDE cell activ -1, VIM-2 inhibitor -2.9, pCIP destab -8 and HCV NS3 hel inh -3.
For CC1CC(=O)N(C)c2cc([N+](=O)[O-])ccc2N1 (centres undefined) the results were CRFBP-R2 block 2, UBC9 SUMO inh 6, GalR3 antagonist -2, IDE inh 2, IMP-1 inh -1.0, IDE cell activ 0, VIM-2 inhibitor -0.1, pCIP destab 5 and HCV NS3 hel inh 1.
For COc1cccc(-c2nnn(CC(=O)N3CCC(C)CC3)n2)c1 the results were CRFBP-R2 block -2, UBC9 SUMO inh -9, GalR3 antagonist -9, IMP-1 inh -0.9, IDE cell activ 4, VIM-2 inhibitor -0.9, pCIP destab -6 and HCV NS3 hel inh 9.
Cc1ccc(-c2csc(NC(=O)C3CC=CCC3C(=O)O)c2C(=O)OC(C)C)cc1 (centres undefined) was read as CRFBP-R2 block 32, UBC9 SUMO inh 28, GalR3 antagonist 2, IDE inh 4, IMP-1 inh -3.0, IDE cell activ 10, VIM-2 inhibitor -2.0, pCIP destab -34 and HCV NS3 hel inh 28.
Screening CCOc1ccccc1OCCCC(=O)Nc1ccc(Cl)c(S(=O)(=O)N2CCOCC2)c1 returned CRFBP-R2 block -3, GalR3 antagonist -6, IDE inh 0 and IDE cell activ 2.
